DT40 TDP1 CPT – DT40-hTDP1 cell growth loss with CPT. chicken DT40 Tdp1-/-;hTDP1 cells + 20 nM CPT, ATP luminescence, 48 h. 420,000 compounds, 12% hits. Potency, µM (titrated, usually from 46.2 µM), without a hit: at the top dose activity change, negative = growth inhibition, actives largely listed as inhibitors; note: nearly all actives have a fitted effect of over 55% in size
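Cell growth measured by CellTiter-Glo luminescence after a minimum 48 h, 37 C compound exposure with 20 nM CPT in Tdp1-knockout DT40 cells stably expressing hTDP1, seeded 400/well; qHTS titration format.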
KAT2A inh – blocks human GCN5L2 histone acetyltransferase; AID 504327; Potency, µM (titrated, usually from 58.9 µM), for inactives: at the highest dose activity change, negative = inhibition, hits mostly inhibitors; GCN5L2 HAT assay, ThioGlo1 CoA-SH fluorescence; Q92830; 390,000 compounds, 0.21% hits
Target sequence (Q92830 whole entry, looked up): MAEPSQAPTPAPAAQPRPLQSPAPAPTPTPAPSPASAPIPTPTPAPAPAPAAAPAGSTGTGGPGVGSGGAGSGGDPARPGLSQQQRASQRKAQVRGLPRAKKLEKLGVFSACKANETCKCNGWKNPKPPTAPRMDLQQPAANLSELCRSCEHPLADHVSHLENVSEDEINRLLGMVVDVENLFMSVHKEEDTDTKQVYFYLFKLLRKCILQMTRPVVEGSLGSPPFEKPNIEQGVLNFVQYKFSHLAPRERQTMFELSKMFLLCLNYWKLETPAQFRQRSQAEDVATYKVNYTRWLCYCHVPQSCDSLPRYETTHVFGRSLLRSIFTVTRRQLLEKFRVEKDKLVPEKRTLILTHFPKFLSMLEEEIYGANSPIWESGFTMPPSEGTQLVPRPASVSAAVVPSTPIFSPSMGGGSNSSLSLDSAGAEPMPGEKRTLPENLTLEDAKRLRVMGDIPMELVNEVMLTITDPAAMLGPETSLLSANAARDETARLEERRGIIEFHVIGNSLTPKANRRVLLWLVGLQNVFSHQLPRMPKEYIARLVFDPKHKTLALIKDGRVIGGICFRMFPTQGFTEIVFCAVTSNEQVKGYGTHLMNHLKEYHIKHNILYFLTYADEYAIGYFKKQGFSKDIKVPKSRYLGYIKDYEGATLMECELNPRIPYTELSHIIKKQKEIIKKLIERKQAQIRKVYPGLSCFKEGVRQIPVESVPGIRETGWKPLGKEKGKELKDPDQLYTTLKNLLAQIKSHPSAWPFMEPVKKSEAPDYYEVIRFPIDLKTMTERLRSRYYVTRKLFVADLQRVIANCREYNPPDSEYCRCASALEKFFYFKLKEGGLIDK
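Compounds, pin-transferred from DMSO stocks, meet 20nM GCN5L2 for 15 min before the reaction begins with H3(1-25) peptide (75uM) and acetyl-CoA (70uM). Thiol-reactive ThioGlo1 reports CoA release over 20 min at room temperature.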
DT40 TDP1 no CPT – qHTS for Inhibitors of human tyrosyl-DNA phosphodiesterase 1 (TDP1): qHTS in cells in absence of CPT; DT40 Tdp1-/- hTDP1 cells, no CPT, ATP luminescence, 48 h; Potency, µM (titrated, usually from 46.2 µM), for inactives: top-dose activity change, negative = growth inhibition, usual class: inhibitors; 420,000 compounds, 15% hits; AID 686978, 2013; note: nearly all actives have a fitted effect of over 55% in size
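Growth kinetics read by CellTiter-Glo luminescence after ≥48 hr at 37 °C. Cells: DT40 Tdp1-/- stably carrying human TDP1, 400 per well, compound exposure in the absence of CPT (DMSO vehicle).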
Starred values were filed as active, the others as inactive; u = inconclusive; x = not tested or not shown. Calls come from the whole dose curve; as a rule, active = well fitted curve in the direction sought with a large enough effect; inconclusive = small, poorly fitted or top-dose-only effect, or another doubt; inactive = no such curve, though single readings can be large; an effect the other way counts as inactive or inconclusive. % is set by controls: 0 for no effect and ±100 for the full control effect; potency is the fitted concentration of half-maximal effect. Some of the compounds tested; count on the stated rates, not on these rows.

smiles	DT40 TDP1 CPT	KAT2A inh	DT40 TDP1 no CPT
CCOc1ccc(S(=O)(=O)N2CCCC(C(=O)NCc3ccccn3)C2)cc1Cl (stereo unspecified)	u	-7%	16µM*
Cc1cc(=O)oc2c(C)c(OC3CCCCC3=O)ccc12 (stereo unspecified)	-5%	-5%	-2%
O=C(NCc1ccccc1F)c1cccc(S(=O)(=O)N2CCCCCC2)c1	-22%	-5%	-12%
CCOC(=O)c1c(C)[nH]c(C)c1S(=O)(=O)N1CCCC(C(=O)N2CCN(c3cccc(C)c3C)CC2)C1 (stereo unspecified)	15µM*	0%	u
Cc1c2cnn(CC(=O)Nc3c(F)c(F)cc(F)c3F)c(=O)c2c(C)n1Cc1ccccc1F	-27%	13µM*	-12%
CCOc1ccc(S(=O)(=O)N2CCN(C)CC2)cc1NC(=O)c1ccccc1F	u	6%	u
COC(=O)c1cc2sc(Cl)cc2n1CC(=O)Nc1cc(C)cc(C)c1	21µM*	-10%	u
COc1cc(C(=O)Nc2nonc2-c2ccc(C)c(C)c2)cc(OC)c1OC	-14%	-1%	-1%
CSc1nc2c(c(=O)[nH]1)C(c1ccc(F)cc1)CC(=O)N2 (stereo unspecified)	-2%	-1%	6%
O=C(NCc1nnc(SCC(=O)N2CCCC2)o1)c1ccco1	-8%	-2%	22%

The final six compounds of the section above come first, to join the parts.
smiles	DT40 TDP1 CPT	KAT2A inh	DT40 TDP1 no CPT
Cc1c2cnn(CC(=O)Nc3c(F)c(F)cc(F)c3F)c(=O)c2c(C)n1Cc1ccccc1F	-27%	13µM*	-12%
CCOc1ccc(S(=O)(=O)N2CCN(C)CC2)cc1NC(=O)c1ccccc1F	u	6%	u
COC(=O)c1cc2sc(Cl)cc2n1CC(=O)Nc1cc(C)cc(C)c1	21µM*	-10%	u
COc1cc(C(=O)Nc2nonc2-c2ccc(C)c(C)c2)cc(OC)c1OC	-14%	-1%	-1%
CSc1nc2c(c(=O)[nH]1)C(c1ccc(F)cc1)CC(=O)N2 (stereo unspecified)	-2%	-1%	6%
O=C(NCc1nnc(SCC(=O)N2CCCC2)o1)c1ccco1	-8%	-2%	22%
COc1ccccc1NC(=O)CSC1=Nc2ccccc2C2=NC(CCC(=O)NCCc3ccccc3)C(=O)N12 (stereo unspecified)	u	-13%	23µM*
COc1ccc(OC)c(NC(=O)c2ccno2)c1	11%	0%	-11%
O=C(Nc1ccccc1)N1CCCC2(CCN(C(=O)c3ccco3)CC2)C1	7%	-13%	0%
O=C(N/C(=C/c1ccco1)C(=O)N1CCCCC1)c1cccs1	-15%	3%	-30%
O=C1[C@H]2CCC=C[C@H]2[C@H](c2cccc(Br)c2)N1Cc1ccccc1	u	-6%	13µM*
COc1ccc(-n2nc3c(c2NC(=O)C2CC2)CS(=O)C3)cc1 (stereo unspecified)	-6%	-5%	-7%
O=C(C1CCN(S(=O)(=O)Cc2ccccc2)CC1)N1CCN(c2ccc(F)cc2)CC1	23µM*	-5%	u
CCN(CC)CCNC(=O)C(=O)Nc1cc2c3c(c1)CCC(=O)N3CCC2	-6%	1%	10%
Cc1cc(C)cc(Nc2nc3ccccc3n3cnnc23)c1	u	-9%	u
CO/N=C(\CS(=O)(=O)Cc1ccc(OC)cc1)c1ccc(Cl)cc1	-28%	-4%	u
CCOC(=O)C1=C(C)NC2=C(C(=O)CCC2)C1c1cn(Cc2ccc(Cl)cc2Cl)nc1-c1ccccc1 (stereo unspecified)	16µM*	-7%	21µM*
Cc1cc(Cl)ccc1OCCCC(=O)NCCc1nnc2ccccn12	0%	-1%	-5%
Cc1ccccc1C(=O)N1CCN(c2ccc(NC(=O)CSc3ccc(Cl)cc3)cc2)CC1	16µM*	-13%	10µM*
Cc1cc(=O)nc2c3ccccc3n(CC(=O)NCCCN3CCCCC3C)n12 (stereo unspecified)	1%	-12%	9%
CCOc1ccc2oc(-c3ccccc3)c(C(=O)N3CCN(CCO)CC3)c2c1	-19%	-11%	u
CCCCn1c(N)c(N(CCOC)C(=O)c2cccc(-n3cnnn3)c2)c(=O)[nH]c1=O	-9%	-6%	-16%
Cc1noc(C)c1NC(=O)N(C)C[C@H]1Oc2ccc(NS(=O)(=O)c3cccs3)cc2C(=O)N([C@H](C)CO)C[C@@H]1C	-4%	1%	2%
COc1ccc(Cc2n[nH]c(=S)n2C)cc1Br	1%	3%	-10%
Cc1cn([C@@H](CCCCNC(=O)OC(C)(C)C)C(=O)NCCCCCCCCCCC(=O)N2CCN(C(=O)OC(C)(C)C)CC2)nn1	8.2µM*	-5%	7.3µM*
O=C(COc1ccc2c(-c3ccccc3)cc(=O)oc2c1)NCCCN1CCOCC1	u	2%	-13%
CCCc1nc(SCC(=O)c2ccccc2)c2c(=O)n(C)c(=O)n(C)c2n1	u	-2%	u
CCOC(=O)[C@H]1[C@H]2COc3ccc(OC)cc3[C@@H]2N2C(=O)CN(CCc3c[nH]c4ccccc34)C(=O)[C@@]12C	u	-4%	u
O=C1NC(=O)C(c2cn(-c3ccccc3)nc2-c2ccc(F)cc2)N1 (stereo unspecified)	u	-4%	u
COc1ccc(C(=O)NCC(=O)N/N=C(C)\C=C\c2ccccc2)cc1OC	11%	-16%	0%
CC(C)(NO)/C(=N\O)c1ccccc1	-2%	0%	-24%
CCOC(=O)c1[nH]c(C)c(CCC(=O)NCc2ccc(N(C)C)cc2)c1C	-26%	-7%	-26%
Cc1ccc(S(=O)(=O)N2CCOC2CNC(=O)C(=O)NCCN2CCOCC2)cc1 (stereo unspecified)	-10%	3%	-5%
O=C(NCc1cccnc1)c1ccc(=O)oc1	-23%	-7%	-5%
CCC(=O)Nc1cccc(NC(=O)CSc2nc3c(c(=O)n(C)c(=O)n3C)n2C)c1	-7%	-2%	-15%
CCOC(=O)c1c(NCC(C)C)c2ccccc2[nH]c1=O	u	-3%	u
COc1cccc(NC(=O)C2CCN(S(=O)(=O)c3ccc4[nH]c5c(c4c3)CCCCC5)CC2)c1	u	-8%	u
CCOC(=O)C1CCC/C1=N\NC(=O)CN(c1cc(OC)ccc1OC)S(=O)(=O)c1ccccc1 (stereo unspecified)	-9%	-3%	u
C[C@H](NC(=O)OCc1ccccc1)C(=O)NNC(=O)[C@H](C)NC(=O)OCc1ccccc1	-5%	-20%	11%
C=CCOc1ccc(/C=C/C(=O)OCC(=O)NC2CCCCCCC2)cc1	u	-3%	3%
Cc1ccc(Cn2c(=O)c3c(nc4n3CCCN4Cc3ccccc3)n(C)c2=O)cc1	-6%	-6%	u
CCC(C)c1ccccc1OCCCNC1CCCC1 (stereo unspecified)	u	-9%	18µM*
COCCCNC(=O)c1cccs1	-15%	-2%	4%
CCOC(=O)C1(Cc2ccccc2)CCCN(C(=O)c2cn[nH]c2)C1 (stereo unspecified)	-12%	-2%	17%
O=C(NCCc1cn2ccsc2n1)c1cccs1	-8%	-9%	-3%
CC1CCN(S(=O)(=O)c2ccc3c(ccc(=O)n3CC(=O)NCc3ccccc3Cl)c2)CC1	18µM*	-17%	u
COc1cccc(CNC(=O)[C@@H]2CCCN2C(=O)[C@H]2CCCCN2C(=O)c2cccc(OC)c2)c1	0%	x	-13%
CCN(CC)C(=O)Cn1cc(S(=O)(=O)CC(=O)Nc2cc(C)on2)c2ccccc21	-21%	x	-2%
COC(=O)c1ccccc1OCCN1CCCCCC1	17%	1%	-20%
N=c1c(S(=O)(=O)c2ccc(Br)cc2)cc2c(=O)n3ccccc3nc2n1C1CCCC1	u	-13%	u
CCCS(=O)(=O)NCc1ccc2c(c1)cc(C)n2C	-24%	3%	-24%
Cc1ccc(S(=O)(=O)N/N=C/C(C)(C)CO)cc1	-19%	-4%	u
Cc1ccc(N(C)S(=O)(=O)c2c(-c3ccccc3)csc2C(=O)O)cc1	7%	-9%	-2%
O=C(c1ccc(Cl)cc1)N1CCC(c2nc3ccccc3o2)CC1	u	2%	15µM*
O=C(NCCc1csc(-c2ccc(F)cc2)n1)c1c(F)cccc1Cl	23µM*	-5%	u
Brc1ccc(C[n+]2ccccc2)cc1	u	1%	u

Continuation.
smiles	DT40 TDP1 CPT	KAT2A inh	DT40 TDP1 no CPT
O=C1COc2ccc(-c3cc(-c4ccc(Cl)cc4)c4c(n3)-c3ccccc3OC4)cc2N1	1µM*	-3%	2.3µM*
Cc1ccc(-c2nc3sc(C(N)=O)c(N)c3c3c2CCCC3)cc1	u	-26%	u
CCOC(=O)C(=O)NC(C)CCc1ccccc1 (stereo unspecified)	6%	3%	13%
COc1ccccc1C(=O)NCC(=O)N/N=C/c1cc(Br)ccc1OC(=O)/C=C\c1ccco1	u	-7%	u
CC1OC(Nc2cccc3ccccc23)C(O)C(O)C1O (stereo unspecified)	u	-2%	-7%
CCCCN(C)C(=O)c1cn(CC)c2nc(C)ccc2c1=O	-2%	-6%	1%
C=C(CC[C@@H](O)C(C)(C)O)[C@H]1CC[C@]2(C)[C@@H]1CCC1[C@@]3(C)CC[C@H](O)C(C)(C)C3CC[C@]12C (stereo partly specified)	-11%	-1%	-21%
Cc1ccc(NC(=O)Cn2c(=O)n(CCC(=O)NCc3ccccc3Cl)c(=O)c3ccccc32)cc1	16µM*	-1%	21µM*
COCc1cc(=O)oc2cc(NS(=O)(=O)c3ccc(C)cc3)ccc12	-6%	u	u
Cc1cccc(-c2noc(CN(C(=O)CCc3ccccc3)C(C)C)n2)c1	29µM*	-5%	u
CN(C)c1ccc(/C=N/NC(=O)c2ccc(CN3CCOCC3)cc2)cc1Br	5%	-7%	-30%
COc1ccc(CCNC(=S)Nc2cc(C)cc(C)c2)cc1	u	-2%	23µM*
Cc1cccc(CN2CCN(C3CN(Cc4ccc(F)cc4)S(=O)(=O)C3)CC2)c1 (stereo unspecified)	u	x	u
CS(=O)(=O)N1CCC(c2noc(-c3ccc(C(F)(F)F)cc3)n2)CC1	9.2µM*	1%	10µM*
COc1cc(C2c3cc(O)c(OC)cc3CC(C(=O)O)C2CO)ccc1O (stereo unspecified)	6%	x	2%
COc1cccc(CNC(=O)CCCN2C(=O)CSc3c2c(C)nn3-c2ccccc2)c1OC	u	-5%	u
CCCn1c(=O)c(Cc2ccccc2)c(O)c2ccccc21	-18%	-5%	-22%
CC(C)Oc1ccc(CNC(=O)c2ccc3c(c2)N(C)C(=O)C2CCCCN32)cc1 (stereo unspecified)	u	-3%	u
O=C1C2CCCN2C(=S)N1c1ccc(Cl)cc1 (stereo unspecified)	-28%	-1%	u
CCOC(=O)CN1C(=O)C(Sc2n[nH]c(-c3cccc(C)c3)n2)CCc2ccccc21 (stereo unspecified)	u	-18%	u
CC1(C)CC(NC(=O)c2ccc(Cl)cc2Cl)CC(C)(C)N1	28%	-18%	1%
CCN1C(=O)[C@H]2[C@@H](c3ccc(C)cc3)N3C(=O)N(c4ccc(C(F)(F)F)cc4)C(=O)[C@@]3(Cc3ccccc3)[C@H]2C1=O	u	1%	u
COc1ccccc1CN(C)c1ccc(S(=O)(=O)N2CCN(C)CC2)cn1	-27%	-2%	u
CCCSc1ncc(Cl)c(C(=O)Nc2sc(C(C)=O)c(C)c2C(=O)OCC)n1	3%	14%	-24%
CCN1CCN(C(=O)Cn2cnc3sc(C)c(S(=O)(=O)N4CCN(c5ncccn5)CC4)c3c2=O)CC1	3%	-3%	1%
Cc1nn2c(=O)cc(COc3ccc(/C=C(\C#N)C(=O)Nc4ccccc4C)cc3)nc2s1	14%	-14%	u
Cc1ccc(-c2csc(C(O)c3ccc(F)c(F)c3)n2)cc1C (stereo unspecified)	u	x	u
COc1ccc(-n2cccc2/C=C/[N+](=O)[O-])cc1	2.3µM*	-11%	3.3µM*
O=C(O)[C@@H]1CCCN1c1ncnc2sc3c(c12)CCC3	-2%	-6%	-4%
COc1cc(OC)c(NC(=O)CCCn2nc(C)c3sc4ccccc4c3c2=O)cc1Cl	u	-12%	u

Copied from the list:
KAT2A inh with Cc1ccc(-c2nc3sc(C(N)=O)c(N)c3c3c2CCCC3)cc1 = -26%
DT40 TDP1 CPT with CCCn1c(=O)c(Cc2ccccc2)c(O)c2ccccc21 = -18%
KAT2A inh with CC1CCN(S(=O)(=O)c2ccc3c(ccc(=O)n3CC(=O)NCc3ccccc3Cl)c2)CC1 = -17%

Profiles, quoted from the list. Order of values: DT40 TDP1 CPT | KAT2A inh | DT40 TDP1 no CPT
CC1(C)CC(NC(=O)c2ccc(Cl)cc2Cl)CC(C)(C)N1 is listed as 28% | -18% | 1%
Cc1nn2c(=O)cc(COc3ccc(/C=C(\C#N)C(=O)Nc4ccccc4C)cc3)nc2s1 is listed as 14% | -14% | u

High-throughput results from PubChem.
